# Compound activity deposited in PubChem by National Center for Advancing Translational Sciences (NCATS).
# POLH inh: DNA polymerase eta (human) inhibition. Q9Y253. 390,000 tested, 1.2% active. AID 588591. recombinant Pol eta, fluorescent DNA replication assay. Potency, µM (top dose mostly 114 µM), inactives show at the top dose activity change, negative = inhibition, actives largely listed as inhibitors; note: potency is the fitted concentration of half-maximal effect; % is set by controls: 0 for no effect and ±100 for the full control effect
#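 Pol eta (10 nM) was preincubated with compounds for 15 min at room temperature, after which fluorescent replication substrate (50 nM final) was added to start the reaction. Fluorescence was read kinetically at 0 and 10 min.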
# Apoferritin bind: binds horse apoferritin like a general anesthetic; P02791; apoferritin/1-aminoanthracene competitive binding, fluorescence; Potency, µM (highest dose often 77.5 µM), without a hit: top-dose activity change, negative = displacement, usual class: inhibitors; 350,000 tested, 0.074% active; AID 485281; note: potency is the fitted concentration of half-maximal effect; % is set by controls: 0 for no effect and ±100 for the full control effect; nearly all actives have a fitted effect of over 20% in size
#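 Apoferritin-based anesthetic binding model; compound displacement of fluorescent 1-AMA measured as endpoint fluorescence after 10 minutes at room temperature, scaled to free-ligand and complex controls.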
# BLM inh: Bloom syndrome helicase (human) inhibition; recombinant BLM DNA unwinding, fluorescence dequenching; Potency, µM (titrated, usually from 56.1 µM), for inactives: at the highest dose activity change, negative = inhibition, actives largely listed as inhibitors; 350,000 tested, 0.2% active; AID 2528;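 note: potency is the fitted concentration of half-maximal effect; plate controls were vehicle for no effect and no enzyme for full effect; nearly all actives have a fitted effect of over 35% in size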
# Target sequence (P54132 whole entry, looked up): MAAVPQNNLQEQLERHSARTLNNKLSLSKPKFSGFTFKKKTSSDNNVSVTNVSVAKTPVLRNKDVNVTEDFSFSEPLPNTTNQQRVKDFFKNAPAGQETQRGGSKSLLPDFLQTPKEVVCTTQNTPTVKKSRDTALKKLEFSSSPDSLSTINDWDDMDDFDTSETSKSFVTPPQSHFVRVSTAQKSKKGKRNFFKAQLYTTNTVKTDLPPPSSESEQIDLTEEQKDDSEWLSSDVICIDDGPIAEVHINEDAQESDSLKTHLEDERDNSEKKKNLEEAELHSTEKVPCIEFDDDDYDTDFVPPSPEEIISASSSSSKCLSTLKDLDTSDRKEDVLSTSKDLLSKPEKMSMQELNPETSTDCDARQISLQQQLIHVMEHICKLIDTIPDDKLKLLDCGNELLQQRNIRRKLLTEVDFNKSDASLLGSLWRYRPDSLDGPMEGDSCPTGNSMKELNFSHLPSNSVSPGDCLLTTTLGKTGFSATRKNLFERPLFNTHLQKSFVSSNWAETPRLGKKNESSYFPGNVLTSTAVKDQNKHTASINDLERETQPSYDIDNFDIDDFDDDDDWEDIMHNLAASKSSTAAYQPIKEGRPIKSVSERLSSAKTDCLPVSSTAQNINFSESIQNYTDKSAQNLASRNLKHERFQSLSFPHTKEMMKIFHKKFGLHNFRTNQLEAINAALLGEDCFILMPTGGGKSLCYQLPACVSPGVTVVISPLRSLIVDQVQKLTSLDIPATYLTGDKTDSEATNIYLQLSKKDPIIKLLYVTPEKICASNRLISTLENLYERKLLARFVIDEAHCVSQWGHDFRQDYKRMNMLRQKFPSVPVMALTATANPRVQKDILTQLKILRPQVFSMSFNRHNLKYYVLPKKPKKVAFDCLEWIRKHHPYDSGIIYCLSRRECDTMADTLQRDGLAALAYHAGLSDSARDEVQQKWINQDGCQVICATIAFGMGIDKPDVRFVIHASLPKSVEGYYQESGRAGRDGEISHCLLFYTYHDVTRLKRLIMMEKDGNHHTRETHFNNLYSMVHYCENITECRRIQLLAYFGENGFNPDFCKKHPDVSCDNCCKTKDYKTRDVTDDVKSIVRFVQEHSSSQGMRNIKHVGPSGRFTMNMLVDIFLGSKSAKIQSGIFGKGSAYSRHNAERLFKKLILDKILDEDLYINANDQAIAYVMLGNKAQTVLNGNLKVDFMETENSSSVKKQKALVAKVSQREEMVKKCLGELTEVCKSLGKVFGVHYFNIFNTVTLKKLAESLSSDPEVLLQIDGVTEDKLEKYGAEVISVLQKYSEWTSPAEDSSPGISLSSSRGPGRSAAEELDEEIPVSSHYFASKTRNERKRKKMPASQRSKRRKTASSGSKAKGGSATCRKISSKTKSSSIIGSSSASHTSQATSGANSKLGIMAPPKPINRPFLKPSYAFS
# APE1 inh: inhibitors of human APE1 endonuclease; 350,000 tested, 0.35% active; P27695; recombinant APE1, TAMRA/BHQ-2 abasic DNA cleavage fluorescence; AID 2517; Potency, µM (titrated, usually from 65.8 µM), for the others: top-dose activity change, negative = inhibition, usual class: inhibitors;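 note: potency is the fitted concentration of half-maximal effect; plate controls were vehicle for no effect and reference inhibitor for full effect; nearly all actives have a fitted effect of over 55% in size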
#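 Incision of a quenched TAMRA/BHQ-2 THF abasic-site duplex (50 nM) by 0.75 nM APE1, after 15 min compound preincubation, measured as fluorescence increase over three 60 s reads. Values normalized to buffer, DMSO and NSC13755 control wells.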
# Pol beta inh: DNA polymerase beta (human) inhibition. P06746. Pol beta primer extension/strand displacement, fluorescence kinetic. Potency, µM (series often up to 114 µM), inactives show at the top dose activity change, negative = inhibition, actives largely listed as inhibitors. 340,000 tested, 1.3% active; note: potency is the fitted concentration of half-maximal effect; % is set by controls: 0 for no effect and ±100 for the full control effect
#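 10 nM enzyme + cpd, 15 min RT; start with substrate 50 nM final; read 0 min and after 10 min RT. Corrected, normalized data; 4-parameter Hill curve fit.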
# LDHA inh: blocks human lactate dehydrogenase A; P00338; purified LDHA, NADH/diaphorase-resazurin fluorescence; active compounds read low; activity change, % (values are at about 110 or 230 µM); 480,000 tested, 0.15% active; in the data active = activity change below about -30%; inconclusive = mostly about -25% to -30%;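 note: plate controls were DMSO wells for no effect and wells without enzyme for full effect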
#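 Remaining NADH was detected by diaphorase (0.133 mg/mL) converting 37 µM resazurin to fluorescent resorufin, read at 0 and 20 minutes. The preceding 5-minute room-temperature reaction used 2 nM LDHA, 0.2 mM sodium pyruvate and 0.06 mM NADH at pH 7.4.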
# Pol kappa inh: blocks human DNA polymerase kappa activity | Potency, µM (highest dose often 107 µM), inactives show at the highest dose activity, negative = inhibition, usual class: inhibitors | 400,000 tested, 0.53% active | AID 588579 | purified Pol kappa, fluorescent DNA synthesis assay, 10 min | Q9UBT6; note: potency is the fitted concentration of half-maximal effect; % is set by controls: 0 for no effect and ±100 for the full control effect
#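 Pol kappa 10 nM + cpd, 15 min RT; start w/ substrate 50 nM final; fluorescence kinetic read, 0 and 10 min. Neg ctrl: buffer, no enzyme.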
# Pol iota inh: inhibitors of human DNA polymerase iota; Pol iota fluorescent replication assay, 10 min; Potency, µM (top dose mostly 115 µM), for inactives: at the top dose activity, negative = inhibition, most hits filed as inhibitors; 390,000 tested, 1% active; Q9UNA4; note: potency is the fitted concentration of half-maximal effect
#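 Fluorescent replication assay read twice, at 0 min and 10 min after adding 50 nM (final) substrate. Enzyme (10 nM) and compounds were first incubated 15 min at room temperature; enzyme-free buffer wells were negative controls.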
# GRP78 ERSR act: induces the endoplasmic reticulum stress response in human glioma cells | AID 602332 | U87-MG GRP78 promoter luciferase reporter, 16 h | 420,000 tested, 0.02% active | Potency, µM, without a hit: at the highest dose activation, actives largely listed as activators; note: potency is the fitted concentration of half-maximal effect; series mostly up to about 76 µM; % of control where 0% means no effect; nearly all actives have a fitted effect of over 35% in size
#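 ERSR induction read as luciferase luminescence (Bright-Glo, 10 min at room temperature) in stably transfected human U87-MG glioma cells exposed to compounds for 16 h, using GRP78 as sensor.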
# Starred values were filed as active, the others as inactive; ? = inconclusive; . = not tested or not shown; & = joins results of further samples; [ ] = remark or other dose. Unless noted, calls come from the whole dose curve; as a rule, active = well fitted curve in the direction sought with a large enough effect; inconclusive = small, poorly fitted or top-dose-only effect, or another doubt; inactive = no such curve, though single readings can be large; an effect the other way counts as inactive or inconclusive. The list is partial (hit frequency here may not be typical).
SMILES,POLH inh,Apoferritin bind,BLM inh,APE1 inh,Pol beta inh,LDHA inh,Pol kappa inh,Pol iota inh,GRP78 ERSR act
COc1cc(SC)ccc1C(=O)Nc1nccs1,-12%,-11%,-1%,14%,?,-3,-2%,-17%,-14%
O=c1c(CO)cc(CO)cc(CO)c1O,0%,-12%,4%,17%,2%,5,-2%,?,-5%
ON=C(CCc1ccccc1)CCc1ccccc1,-13%,.,.,.,.,-4,0%,59%[activator],-4%
CCOC(=O)N1CCN(CC(O)COC2CC(C)CCC2C(C)C)CC1 (stereo not given),-18%,-24%,-3%,4%,0%,2,-1%,-10%,-3%
O=C(c1ccco1)N1CCN(C(=O)c2ccc(COc3ccc(F)cc3)o2)CC1,-2%,-21%,-4%,-6%,16%,-5,-9%,0%,-2%
O=C(c1csnn1)N1CCC2(CC1)CN(Cc1cc(C(F)(F)F)cc(C(F)(F)F)c1)C2,.,.,0%,3%,.,.,-5%[60.1 µM],.,-3%
CC(=O)Nc1c(I)c(C(=O)N[C@H]2[C@@H](O)[C@H](O)[C@H](CO)O[C@@H]2O)c(I)c(N(C)C(C)=O)c1I,.,4%[29.3 µM],-1%[21.4 µM],.,.,.,-10%[19.4 µM],.,-5%
O=[N+]([O-])c1ccccc1S(=O)(=O)Nc1cccc(-c2ccc(N3CCCC3)nn2)c1,9%,.,.,16%,.,-9,-2%,?,0%
COc1ccc(-c2nnc3sc(-c4ccccn4)nn23)cc1,.,-19%,4%,3%,-14%,.,.,.,.
COc1ccccc1C(=O)Nc1ccc(OCC(=O)N2CC(C)CC(C)C2)cc1 (stereo not given),-16%,.,.,25%,.,0,5%,11%,4%
CCCc1nnc(NC(=O)C2CC(=O)N(C3CCCC3)C2)s1 (stereo not given),-8%,-1%,1%,27%[12.4 µM],19%,-1,11%,49%[activator],-4%
COc1ccc(C(=O)C2CCCN(C(=O)c3cc(C)nc(C)n3)C2)cc1OC (stereo not given),-9%,-8%,-2%,3%,-10%,-4,1%,-11%,0%
c1coc(Cn2c(SCc3nc4ccccc4[nH]3)nnc2-c2cnccn2)c1,12%,-16%,-4%,-2%,1%,-11,-11%,12%,-2%
COc1ccc(S(=O)(=O)N2CCN(C)CC2)cc1NC(=O)c1ccccc1,-17%,-1%,0%,63%,-23%,-3,-11%,32%[activator],-3%
O=C(NCCC1=CCCCC1)c1ccc(Cl)c([N+](=O)[O-])c1,-17%,?,-16%,0%,9%,-2,-7%,84%[activator],9%
CCCN1CCC(NC(=O)CCc2nnc(-c3ccccc3)o2)CC1,-5%,-8%,-1%,-3%,1%,5,0%,32%,0%
CCN1CCN(C(=O)c2c(-c3c(F)cccc3Cl)noc2C)CC1,-2%,-4%,0%,1%,12%,-3,2%,8%,-6%
CC(=O)C[C@@H](O)CC(=O)[C@H]1OC(=O)[C@@H](C)C/C=C\Cc2ccccc21,-23%,.,.,18%,.,-1,17%,8%,-3%
O=C(O)c1cc(S(=O)(=O)NCCN2CCNC2=O)ccc1O,3%,5%,2%,1%,24%,-3,-10%,20%,-3%
Cc1cnc(CNC(=O)CC2C(=O)NCCN2Cc2ccccc2F)cn1 (stereo not given),-10%,-13%,3%,-14%,12%,-5,-15%,-14%,-3%

# Another view of part of the listing above:
> CCCN1CCC(NC(=O)CCc2nnc(-c3ccccc3)o2)CC1
  POLH inh: -5%	Apoferritin bind: -8%	BLM inh: -1%	APE1 inh: -3%	Pol beta inh: 1%	LDHA inh: 5	Pol kappa inh: 0%	Pol iota inh: 32%	GRP78 ERSR act: 0%
> CCN1CCN(C(=O)c2c(-c3c(F)cccc3Cl)noc2C)CC1
  POLH inh: -2%	Apoferritin bind: -4%	BLM inh: 0%	APE1 inh: 1%	Pol beta inh: 12%	LDHA inh: -3	Pol kappa inh: 2%	Pol iota inh: 8%	GRP78 ERSR act: -6%
> CC(=O)C[C@@H](O)CC(=O)[C@H]1OC(=O)[C@@H](C)C/C=C\Cc2ccccc21
  POLH inh: -23%	Apoferritin bind: .	BLM inh: .	APE1 inh: 18%	Pol beta inh: .	LDHA inh: -1	Pol kappa inh: 17%	Pol iota inh: 8%	GRP78 ERSR act: -3%

# The results go on.
SMILES,POLH inh,Apoferritin bind,BLM inh,APE1 inh,Pol beta inh,LDHA inh,Pol kappa inh,Pol iota inh,GRP78 ERSR act
COc1ccc(N2C(=O)CS(=O)(=O)C23C(=O)N(Cc2cccc(F)c2)c2ccccc23)cc1OC (stereo not given),-4%,3%,-3%,.,24%,-2,0%,-17%,-2%
Cc1ccc2c(COC(=O)C3CSC4(C)CCC(=O)N34)cc(=O)oc2c1C (stereo not given),-20%,.,.,21%,.,-7,-4%,4%,0%
Cc1ccccc1-n1c(SCC(=O)NC2CCS(=O)(=O)C2)nc2ccccc2c1=O (stereo not given),-7%,.,.,11%,.,-6,-10%,23%,5%
O=C(NN=C1CCN(Cc2ccccc2)CC1)c1ccccc1O,-1%,-5%,-1%,0%,18%,-1,-3%,116%[activator],8%
O=C1N/C(=N\c2ccccn2)SC1Cc1ccccc1Cl (stereo not given),-4%,-6%,-1%,5%,0%,-7,-12%,-3%,-1%
Cc1ccc(C(=O)NCC(=O)OC2CCCCC2=O)cc1C (stereo not given),-10%,.,.,-4%,.,1,-2%,7%,0%
OCCC1CN(Cc2cccc3c2OCO3)CCN1C1CCCC1 (stereo not given),-18%,-6%,1%,0%,0%,-5,1%,-26%,-5%
CC/C(=N\NC(=O)C1CCCC1)c1cccc(Br)c1,-21%,2%,1%,-4%,0%,-5,-4%,25%,-1%
Cc1ccc(S(=O)(=O)N2CCCCCC2)cc1C(=O)NCc1ccccn1,-10%,-7%,1%,8%[12.4 µM],24%,1,3%,8%,-3%
Cc1cccc(NC(=O)CNC(=O)Cn2ncc(Cl)c(Cl)c2=O)c1C,4µM*,.,.,?,.,-13,?,16µM*,-14%
O=c1[nH]cnc(O)c1Nc1cccc(Cl)c1,-5%,.,.,.,.,-5,-11%,19%,-3%
O=C(NC(NC(=S)Nc1c(Cl)cccc1Cl)C(Cl)(Cl)Cl)c1cccc([N+](=O)[O-])c1 (stereo not given),-18%,-8%,-12%,-11%,-1%,-3,-4%,-6%,-1%
O=C(Cc1csc(NC(=O)Nc2ccc(Cl)cc2)n1)NC1CCCC1,0%,.,.,32%[activator],.,-6,-9%,49%[activator],0%
COc1ccc(-c2nc(N3CCN(S(=O)(=O)c4ccccc4)CC3)c3ccccc3n2)cc1,.,.,.,.,.,2,0%,-13%,-3%
Cc1ccc(NC(=O)CCS(=O)(=O)c2ccccc2)cc1S(=O)(=O)N1CCOCC1,4%,-5%,1%,-1%,23%,-11,-8%,66%[activator],0%
Cc1cc(NC(C)C)n2c(nc3ccccc32)c1C#N,5%,47%[activator],-4%,2%,?,-8,-2%,135%[activator],-1%
C=CCn1nnnc1-c1cccc(Cl)c1,-10%,-9%,1%,6%,14%,-1,3%,56%[activator],-4%
CCC(CO)Oc1cc(NCc2ccc(C(C)(C)C)cc2)c2ncn(C(C)C)c2c1 (stereo not given),-20%,.,.,6%,.,15,-11%,0%,-2%
Cc1cc(C)n2c(SCc3nnc(-c4cccs4)o3)nnc2n1,-5%,-2%,-2%,22%,2%,-8,0%,12%,5%
Cc1[nH]c2ccccc2c1CCNC(=O)c1ccc2c(c1[N+](=O)[O-])C(=O)c1ccccc1C2=O,-2%,?,-3%,-5%,33%,28,4%,2%,-12%
COC(=O)c1sc(=S)sc1C(=O)OC,13%,-21%,-3%,-8%,55%,-2,-1%[60.1 µM],-4%,0%
N#CC1=C(N)Oc2ccc3ccccc3c2C1c1cccnc1 (stereo not given),-27%,-21%,-1%,-10%,?,-2,-7%,13%,-6%
Cc1ccc(/C(O)=C/C(=O)C(=O)NC23CC4CC(CC(C4)C2)C3)cc1,-21%,-11%,-2%,-9%,-24%,8,-11%,?,-1%
Cc1cc(NC(=O)Cc2ccccc2)nc2c1c(=O)oc1ccccc12,-21%,0%,-3%,2%,?,-2,-1%,48%[activator],-2%
Nc1nc(N)c2[nH]cnc2n1,-8%,.,.,.,.,-6,17%,39%,-1%
COc1ccc(-c2cccc(NS(=O)(=O)c3cc(C(F)(F)F)ccc3Cl)c2)nn1,3%,-23%,-8%,.,-8%,4&4,-9%[60.1 µM],-2%,-3%
Nc1ccnn1Cc1cccs1,-10%,-6%,3%,5%,7%,0,-1%,17%,-4%
O=C1Nc2ccccc2C12OCCS2 (stereo not given),.,-13%,0%,1%,19%,.,.,.,.
CSCCC(CO)NC(=O)OCc1ccccc1 (stereo not given),-7%,5%,-2%,7%,-9%,-9,-11%,?,-2%
Cc1ccc[n+](Cc2ccc([N+](=O)[O-])cc2)c1,-13%,-4%,0%,1%,-9%,1,-3%,-2%,0%
c1ccc2c(c1)oc1c(N3CCOCC3)ncnc12,-13%,-5%,4%,1%,39%,0,-5%,?,0%
COc1ccc(N2CCN(C(=O)C(OC(C)=O)c3ccccc3)CC2)cc1 (stereo not given),-10%,7%,-2%,11%,0%,8,-11%,6%,-5%
COc1ccc(N2CCN(C(=O)c3oc4c(c3C)C(=O)CCC4)CC2)cc1,-19%,4%,-2%,-1%,40%,0,4%,43%[activator],-3%
O=C(Nc1ccc(NC(=O)c2cc([N+](=O)[O-])ccc2N2CCOCC2)cc1)c1cccs1,-1%,-15%,-3%,2%,10%,0,-16%,2%,-3%
COc1ccccc1NC(=O)c1cc2c(n(-c3ccc(C)cc3)c1=O)CC(C)(C)CC2=O,-2%,-6%,-5%,.,2%,-2,-18%,19%,-1%
CC(C)[C@H](NC(=O)NCCc1ccc(Cl)cc1)C(=O)O,-1%,-14%,-1%,1%,0%,-8,1%,-9%,-2%
CCc1cc2c(=O)c(-c3nc4ccccc4n3C)c(CCCC(=O)O)oc2cc1OC(=O)C(C)(C)C,-21%,-2%,-8%,-1%,2%,-10,2%,61%[activator],0%
C=C[C@@]1(C)C[C@H](OC(=O)CSC(C)(C)CNC(=O)[C@@H](N)C(C)C)[C@@]2(C)C(C)CC[C@@]3(CCC(=O)[C@@H]32)[C@H](C)[C@H]1O (stereo not given in full),.,.,-6%,.,.,0,5%[19.4 µM],-20%,-7%&-4%
